Screens from PubChem.
TRPV1 ag = HTS Assay for Compounds that Act as Agonists of the Vanilloid Receptor 1. Transient receptor potential cation channel subfamily V member 1 (Homo sapiens), Q8NER1. TRPV1-expressing cells, Fluo-8 calcium influx, agonist mode. activation, % at 8.33 µM. actives 0.19% (n = 320,000). AID 540275, 2011; in the data active means activation above about 80%; inconclusive means between about 30% and that limit; further: 0% is about no effect
Target sequence (Q8NER1 whole entry, looked up): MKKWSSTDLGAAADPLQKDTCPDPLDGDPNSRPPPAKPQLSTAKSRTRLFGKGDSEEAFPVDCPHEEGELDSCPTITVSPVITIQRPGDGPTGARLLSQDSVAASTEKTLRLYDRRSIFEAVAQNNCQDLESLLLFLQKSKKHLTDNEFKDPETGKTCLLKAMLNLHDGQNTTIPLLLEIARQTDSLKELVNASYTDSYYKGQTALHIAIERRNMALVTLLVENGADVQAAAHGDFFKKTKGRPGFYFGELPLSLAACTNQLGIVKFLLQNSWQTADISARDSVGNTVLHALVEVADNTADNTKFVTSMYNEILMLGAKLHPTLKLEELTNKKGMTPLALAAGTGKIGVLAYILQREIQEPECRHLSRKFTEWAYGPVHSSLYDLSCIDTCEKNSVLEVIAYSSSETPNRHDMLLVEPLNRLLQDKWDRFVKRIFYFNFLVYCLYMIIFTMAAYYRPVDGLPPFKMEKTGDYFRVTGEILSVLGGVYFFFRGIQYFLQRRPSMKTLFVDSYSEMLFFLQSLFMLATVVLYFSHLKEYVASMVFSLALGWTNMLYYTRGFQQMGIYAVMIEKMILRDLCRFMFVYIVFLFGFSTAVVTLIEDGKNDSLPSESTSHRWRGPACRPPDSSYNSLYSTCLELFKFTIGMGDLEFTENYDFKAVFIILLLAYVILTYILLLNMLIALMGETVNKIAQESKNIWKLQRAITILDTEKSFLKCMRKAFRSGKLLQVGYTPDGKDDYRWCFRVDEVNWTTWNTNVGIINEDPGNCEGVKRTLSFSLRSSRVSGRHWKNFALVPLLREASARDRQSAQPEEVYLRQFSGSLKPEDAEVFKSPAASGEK
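TRPV1-expressing cells were cultured overnight at 35.5C and loaded with Fluo-8 calcium dye for 40 to 90 min at room temperature. After a 10 s baseline, compound was added and calcium influx was read kinetically for 3 min (ex 480/em 520 nm).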
B2AR arrestin = qHTS assay of beta-arrestin-biased ligands of beta2-adrenergic receptor; Beta-2 adrenergic receptor (Homo sapiens), P07550; beta-arrestin recruitment to beta2AR, cell-based reporter; Potency, µM (top dose mostly 46.1 µM), for the others: top-dose activation, most hits filed as activators; actives 0.02% (n = 330,000); AID 492947, 2010;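 further: potency means the concentration at half of the fitted maximal effect; 0% = DMSO controls and full agonism = EC100 isoproterenol or metaproterenol; nearly all actives have a fitted effect of over 65% in size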
TCR act = Activators of T cell receptors: qHTS campaign. primary human leukocytes, anti-CD3, IL-2 HTRF, 48 h. Potency, µM (titrated, usually from 9.22 µM), for the others: at the highest dose activation of IL-2 secretion, actives largely listed as activators. 330,000 tested, under 10 active; further: % of control where 0% means no effect
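HTRF read-out of IL-2 secretion: europium cryptate donor excited at 320nm, d2 acceptor emission at 665nm. Cells were primary human leukocytes incubated 48 hr with compounds and a-CD3 beads, supplying TCR signal only.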
MLL CXXC-DNA inh = qHTS Fluorescence Polarization Assay for Inhibitors of MLL CXXC domain - DNA interaction; Histone-lysine N-methyltransferase 2A (Homo sapiens), Q03164; actives 0.037% (n = 290,000); MLL-CXXC / FITC-HOXA9 DNA fluorescence polarization; Potency, µM (series often up to 115 µM), inactives show at the top dose activity change, negative = inhibition, actives largely listed as inhibitors; AID 2662, 2010; active means well fitted inhibition curve with a large enough effect in the polarisation, with a control signal flat, not every such curve was filed as active; inconclusive means small, poorly fitted or top-dose-only effect, or effect the other way, or a change in a side signal; inactive means no such curve, though single readings can be large or run the other way; the % refers to the polarisation; further: potency means the concentration at half of the fitted maximal effect
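Purified MLL-CXXC (added from a 7 uM solution) was preincubated 5 min at ambient with pinned compounds in 50 mM Tris-HCl pH 7.5, 50 mM NaCl, 1 mM DTT, 0.05% BSA. Fluorescein-labeled HOX-A9 DNA (50 nM solution) followed, 30 min, then polarization read.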
A-T KAP1 phos = qHTS Assay for Identifying a Potential Treatment of Ataxia-Telangiectasia. […] A-T fibroblasts, KAP-1 phosphorylation AlphaLISA; neocarzinostatin DNA damage 30 min before lysis. Potency, µM (doses to about 57.5 µM), inactives show at the highest dose activation, usual class: activators. actives 0.19% (n = 320,000). AID 485349, 2010; further: potency means the concentration at half of the fitted maximal effect; % of control where 0% means no effect; nearly all actives have a fitted effect of over 45% in size
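ATM-like activity read as KAP-1 phosphorylation via AlphaLISA donor/acceptor antibody pairs after lysis and 6 hr at 25C. Cells were ATM-null patient fibroblasts ([…], hTERT), dosed 60 min, then exposed to the DSB inducer NCS for 30 min.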
BRCA1 expr up = qHTS Assay to Identify Small Molecule Activators of BRCA1 Expression; MCF7-BRCA1-FFLuc reporter, luminescence, 48 h; response scale: scaled: vehicle 0%, 10 µM genistein 100%; Potency, µM (top dose mostly 46.1 µM), without a hit: at the highest dose activation, hits mostly activators; actives 1.1% (n = 380,000); further: potency means the concentration at half of the fitted maximal effect; nearly all actives have a fitted effect of over 80% in size; some results filed as inactive show a strong effect at the top dose
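MCF7-BRCA1-FFLuc, 2000 cells/well; 2 h attach, 37 °C/5% CO2; compound 48 h; luciferase substrate 15 min; luminescence end-point. Norm. to genistein 10 microM max activation and DMSO; concentration-response curves fitted.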
a7 integrin act = qHTS for Activators of Integrin-Mediated Alleviation for Muscular Dystrophy. alpha7betagal myoblasts, beta-gal FDG fluorescence, 48 h. Potency, µM (highest dose often 38.3 µM), for inactives: at the highest dose activation, hits mostly activators. actives 0.064% (n = 350,000). AID 624291, 2012;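 further: potency means the concentration at half of the fitted maximal effect; 100% = response of the positive control SU9516; nearly all actives have a fitted effect of over 60% in size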
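Alpha7betagal+/- myoblasts (passage 13) were plated 16-24 hr, then exposed to compounds (1:260 dilution of DMSO stock) for 48 hours at 37C. After MPER lysis, β-galactosidase reporter activity was read as FDG fluorescence (ex 480/em 540) after 30 minutes.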
p53 reactivator = qHTS assay for re-activators of p53 using a Luc reporter. H1299 p53-A138V BP100-luciferase reporter, luminescence, 24 h. Potency, µM (titrated, usually from 92.2 µM), without a hit: at the highest dose activity change, positive = activation, hits mostly activators. actives 0.063% (n = 320,000); further: potency means the concentration at half of the fitted maximal effect; % of control where 0% means no effect; nearly all actives have a fitted effect of over 45% in size
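p53-null H1299 cells stably carrying temperature-sensitive p53-A138V and a BP100-luciferase reporter were pinned with compounds (4-point, 1:5 series) and held 24 hrs at 37 deg C. Luminescence was read 10 min after detection reagent.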
ELG1 DNA repair = qHTS screen for small molecules that inhibit ELG1-dependent DNA repair in human embryonic kidney (HEK293T) cells expressing luciferase-tagged ELG1; HEK293T ELG1-luciferase reporter, luminescence, 16 h; DNA damage induced by 5-fluorouridine; Potency, µM (highest dose often 46.1 µM), for inactives: top-dose activity change, negative = inhibition, actives largely listed as inhibitors; actives 2.3% (n = 330,000); AID 504467, 2011; further: potency means the concentration at half of the fitted maximal effect; on the % scale 0 is the no-effect control and ±100 the full control effect; nearly all actives have a fitted effect of over 55% in size
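Cells (2,000 per well) received 5-fluorouridine plus test compound or DMSO and were incubated 16 hr at 37 °C, 5% CO2. Luciferase activity was read by luminescence 30 min after ONE-Glo addition; signal suppression marked inhibition of damage-induced ELG1 function.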
PTAP TSG101 blk = qHTS Assay for Iinhibitors of HIV-1 Budding by Blocking the Interaction of PTAP/TSG101; Fluorescence polarization, FITC-PTAP peptide / Tsg101 binding; 340,000 tested, under 10 active; Tumor susceptibility gene 101 protein (Homo sapiens), Q99816; Potency, µM (series often up to 115 µM), for inactives: at the highest dose activity change, negative = inhibition, usual class: inhibitors; active means well fitted inhibition curve with a large enough effect in the main read-out, with a control signal flat, not every such curve was filed as active; inconclusive means small, poorly fitted or top-dose-only effect, or effect the other way, or a change in a side signal; inactive means no such curve, though single readings can be large or run the other way; further: potency means the concentration at half of the fitted maximal effect; % of control where 0% means no effect
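FP read-out: FITC-PTAP peptide, 50 nM final, binding Tsg101 binding domain, 10 uM final; 20 min, r.t.; 10 mM HEPES pH 7.5, 0.15 M NaCl, 0.01% Tween 20, 3 mM EDTA, 0.1 mM TCEP.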
An asterisk follows results filed as active; [ ] = remark or other dose. Unless noted, the call rests on the fitted dose curve; in most records, active means well fitted curve in the direction sought with a large enough effect; inconclusive means small, poorly fitted or top-dose-only effect, or another doubt; inactive means no such curve, though single readings can be large; an effect the other way counts as inactive or inconclusive.

Screening COc1ccc2c(c1)C(c1cccs1)=NNC(c1ccncc1)=N2 returned TRPV1 ag 23.6, B2AR arrestin -0.9%, TCR act -3.8%, MLL CXXC-DNA inh -6.1%, A-T KAP1 phos 1.4%, BRCA1 expr up -20.1%, a7 integrin act 4.4%, p53 reactivator -3.8%, ELG1 DNA repair inconclusive and PTAP TSG101 blk 0.9%.
Screening O=C(COc1ccccc1)Nc1cccc(-c2nc3cc4ccccc4cc3[nH]2)c1 returned TRPV1 ag -5.7, B2AR arrestin 0.3%, TCR act 6.0%, MLL CXXC-DNA inh 24.2%, A-T KAP1 phos -2.3%, BRCA1 expr up -73.6%[inhibitor], a7 integrin act -14.4%[7.66 µM], p53 reactivator 26.4%, ELG1 DNA repair inconclusive and PTAP TSG101 blk -6.3%.
Screening CCCNC(=O)C(=O)Nc1ccc(N(C)C)cc1 returned TRPV1 ag 0.9, B2AR arrestin -0.1%, TCR act -0.1%[46.1 µM], MLL CXXC-DNA inh 8.3%, BRCA1 expr up inconclusive, a7 integrin act 6.7%, p53 reactivator inconclusive, ELG1 DNA repair inconclusive and PTAP TSG101 blk -2.6%.
Screening CC(C)Nc1nc(Cl)nc(Nc2ccccc2)n1 returned TRPV1 ag 2.4, B2AR arrestin -0.6%, TCR act -6.9%, MLL CXXC-DNA inh -0.6%, A-T KAP1 phos 8.4%, BRCA1 expr up 62.4%, a7 integrin act -4.3%, p53 reactivator inconclusive, ELG1 DNA repair inconclusive and PTAP TSG101 blk -0.2%.
For COc1ccccc1CNc1nc(-c2cc(C)n(C)c2C)cs1 the results were TRPV1 ag 2.3, B2AR arrestin 0.8%, TCR act -1.9%, MLL CXXC-DNA inh inconclusive, A-T KAP1 phos 4.7%, BRCA1 expr up -25.2%, a7 integrin act 16.3%, p53 reactivator -1.5%, ELG1 DNA repair 0.3% and PTAP TSG101 blk -1.1%.
`CC(=O)NS(=O)(=O)c1ccc(NC(=O)C2C3C=CC(C3)C2C(=O)O)cc1` (stereo not given) gave TRPV1 ag -6.4, B2AR arrestin -0.4%, TCR act -0.7%[46.1 µM], MLL CXXC-DNA inh 7.4%, A-T KAP1 phos 1.4%, BRCA1 expr up 5.4%, a7 integrin act -9.6%, p53 reactivator 8.8%, ELG1 DNA repair -3.7% and PTAP TSG101 blk -5.9%.
CCc1ccc(NC(=O)C(C)OC(=O)CN2C(=O)NC3(CCCC3)C2=O)cc1 (stereo not given) was read as TRPV1 ag 15.4, B2AR arrestin -0.2%, A-T KAP1 phos -2.1%, BRCA1 expr up 36.9%, a7 integrin act -3.3%, p53 reactivator inconclusive, ELG1 DNA repair inconclusive and PTAP TSG101 blk -0.8%.
For COc1ccc(NC(=S)Nc2cc(-c3ccccc3)[nH]n2)cc1Cl the results were TRPV1 ag 8.4, B2AR arrestin -0.4%, TCR act -13.9%, MLL CXXC-DNA inh 19.7%, A-T KAP1 phos -6.5%, BRCA1 expr up -5.7%, a7 integrin act 19.9%, p53 reactivator -9.0%, ELG1 DNA repair inconclusive and PTAP TSG101 blk -12.6%.
`O=C(CN1CCCCC1)N/N=C/c1cccc(C(F)(F)F)c1` gave TCR act 2.6%, BRCA1 expr up -18.5%, a7 integrin act -15.9% and PTAP TSG101 blk -1.1%.
NS(=O)(=O)c1ccc(CCNS(=O)(=O)c2ccc(Cl)s2)cc1 was read as B2AR arrestin -0.6%, A-T KAP1 phos -2.4%, BRCA1 expr up -3.4%, a7 integrin act 0.7%, p53 reactivator -1.0%, ELG1 DNA repair -2.5% and PTAP TSG101 blk 0.2%.
`CNC(=S)NNC(=O)Cc1ccc(OC)c(OC)c1` gave TRPV1 ag -0.4, B2AR arrestin -0.8%, TCR act 2.2%, MLL CXXC-DNA inh inconclusive, A-T KAP1 phos 1.4%, BRCA1 expr up -47.3%, a7 integrin act -18.7%, p53 reactivator -1.0%, ELG1 DNA repair 9.9% and PTAP TSG101 blk -5.6%.
Screening Cn1c(=O)oc2cc(S(=O)(=O)Nc3cccc(C(=O)O)c3)ccc21 returned TRPV1 ag 0.1, B2AR arrestin 0.1%, TCR act -7.0%, MLL CXXC-DNA inh -1.3%, A-T KAP1 phos 4.0%, BRCA1 expr up -6.8%, a7 integrin act -1.3%[7.66 µM], p53 reactivator 2.2%, ELG1 DNA repair 16.4% and PTAP TSG101 blk -4.1%.
For O=C(NC1CCCCC1)N1CCN(c2ccccc2)CC1 the results were TRPV1 ag inconclusive, B2AR arrestin 0.1%, TCR act -1.0%[46.1 µM], MLL CXXC-DNA inh 6.4%, A-T KAP1 phos 1.6%, BRCA1 expr up 0.0%, a7 integrin act -5.6%, p53 reactivator -9.4%, ELG1 DNA repair 1.0% and PTAP TSG101 blk -2.8%.
For COc1ccc(NC(=O)C2CCCN2C(=O)Oc2ccccc2)cc1 (stereo not given) the results were TRPV1 ag 0.1, B2AR arrestin -0.7%, TCR act 12.9%, MLL CXXC-DNA inh -6.0%, A-T KAP1 phos -1.7%, BRCA1 expr up 18.3%, a7 integrin act -18.0%, p53 reactivator 0.9%, ELG1 DNA repair 14.1% and PTAP TSG101 blk -3.4%.
Screening CS(=O)(=O)NCc1nnc(SCc2c(F)cccc2Cl)o1 returned TRPV1 ag 2.7, B2AR arrestin -0.9%, TCR act 3.8%, MLL CXXC-DNA inh -8.3%, A-T KAP1 phos 0.2%, BRCA1 expr up -2.6%, a7 integrin act -0.8%, p53 reactivator -2.4%, ELG1 DNA repair -9.4% and PTAP TSG101 blk -1.1%.
For CCCn1c(N2CCN(C(=O)N3CCCCC3)CC2)nc2ccccc21 the results were TRPV1 ag inconclusive, B2AR arrestin -0.2%, TCR act -5.0%, MLL CXXC-DNA inh -4.0%, A-T KAP1 phos 6.9%, BRCA1 expr up -30.0%, a7 integrin act -15.9%, p53 reactivator -13.9%, ELG1 DNA repair -20.4% and PTAP TSG101 blk 0.8%.
COc1cccc(CN2CCN(C(=O)Nc3ccc([N+](=O)[O-])cc3)CC2)c1 was read as TRPV1 ag -2.9, B2AR arrestin -1.0%, TCR act -18.4%, MLL CXXC-DNA inh 0.0%, A-T KAP1 phos 1.8%, BRCA1 expr up -5.6%, a7 integrin act -11.0%, p53 reactivator -0.5%, ELG1 DNA repair inconclusive and PTAP TSG101 blk -5.3%.
Screening Cc1ccc(NC(=O)CSc2nnc(C3COc4ccccc4O3)o2)c(Cl)c1 (stereo not given) returned TRPV1 ag -0.6, B2AR arrestin -0.1%, TCR act -28.1%, MLL CXXC-DNA inh -8.2%, A-T KAP1 phos 13.0%, BRCA1 expr up 0.3%, a7 integrin act -4.1%, p53 reactivator 2.2%, ELG1 DNA repair 10.8% and PTAP TSG101 blk -9.1%.
`CN1CCN(NC(=O)c2cc(-c3ccc(Cl)s3)nc3ccccc23)CC1` gave TRPV1 ag -0.3, B2AR arrestin -0.4%, TCR act 7.7%, MLL CXXC-DNA inh 0.1%, A-T KAP1 phos -0.2%, BRCA1 expr up -8.7%, a7 integrin act -21.4%, p53 reactivator -0.3%, ELG1 DNA repair inconclusive and PTAP TSG101 blk -5.0%.
For Cc1c(C(=O)Nc2ccc(F)cc2)oc2ccc(S(=O)(=O)N3CC(C)CC(C)C3)cc12 (stereo not given) the results were TRPV1 ag inconclusive, B2AR arrestin -1.1%, TCR act -2.9%, MLL CXXC-DNA inh 15.4%, A-T KAP1 phos -5.6%, BRCA1 expr up -61.0%, a7 integrin act 2.9%, p53 reactivator -2.2%, ELG1 DNA repair inconclusive and PTAP TSG101 blk -7.9%.
Screening Cc1cc(Cl)c(S(=O)(=O)NC2CCCC2)cc1OCC(N)=O returned TRPV1 ag 0.4, B2AR arrestin -1.1%, TCR act -3.5%, MLL CXXC-DNA inh -8.1%, A-T KAP1 phos 0.7%, BRCA1 expr up 11.4%, a7 integrin act 18.7%, p53 reactivator -0.9%, ELG1 DNA repair -3.5% and PTAP TSG101 blk -2.8%.
Screening O=C1CCSc2c1ccc1ccccc21 returned TCR act 7.5%, BRCA1 expr up 34.6%, a7 integrin act 2.3% and PTAP TSG101 blk -2.6%.
For COc1ccccc1-n1c(CNc2ccc(F)cc2)nnc1SCC(=O)Nc1cc(C)on1 the results were TRPV1 ag 2.1, B2AR arrestin -0.2%, TCR act 3.4%[46.1 µM], MLL CXXC-DNA inh -7.4%, A-T KAP1 phos 1.2%, BRCA1 expr up -12.3%, a7 integrin act -7.6%, p53 reactivator -6.6%, ELG1 DNA repair -16.8% and PTAP TSG101 blk -6.6%.
